Screens deposited in PubChem by The Scripps Research Institute Molecular Screening Center.
CHRM1 agonist – human M1 muscarinic receptor agonists, primary screen, Fluo-8 calcium fluorescence, CHO-K1 cells, HTS; 360,000 tested, 0.33% active; AID 588814, 2011; CHO-K1 hM1, agonist mode; 0% DMSO, 100% acetylcholine EC100; Muscarinic acetylcholine receptor M1 (Homo sapiens), P11229; activation, % at 3 µM;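 active = activation above the run's mean compound activation plus 3 SD, cut at about 16% in these data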;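 also: peak over basal fluorescence ratio within a 140 s kinetic read after compound addition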
Target sequence (P11229 whole entry, looked up): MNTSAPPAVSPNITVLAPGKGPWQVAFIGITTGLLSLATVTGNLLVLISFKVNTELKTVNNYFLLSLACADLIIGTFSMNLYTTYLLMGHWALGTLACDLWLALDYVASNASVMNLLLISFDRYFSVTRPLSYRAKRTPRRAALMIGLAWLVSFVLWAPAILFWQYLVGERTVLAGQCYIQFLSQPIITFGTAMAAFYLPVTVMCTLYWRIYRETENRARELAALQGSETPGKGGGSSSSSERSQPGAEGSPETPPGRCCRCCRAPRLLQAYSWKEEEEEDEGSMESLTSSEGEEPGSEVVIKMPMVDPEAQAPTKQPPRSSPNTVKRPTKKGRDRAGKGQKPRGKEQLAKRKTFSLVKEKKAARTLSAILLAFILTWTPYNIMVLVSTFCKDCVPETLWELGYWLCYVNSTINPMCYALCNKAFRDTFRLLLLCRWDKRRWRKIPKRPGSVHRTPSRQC
CHRM1 PAM – human M1 muscarinic receptor positive allosteric modulators, primary screen, CHO-K1 cells, Fluo-8 calcium fluorescence, 1536-well; Muscarinic acetylcholine receptor M1 (Homo sapiens), P11229; CHO-K1 hM1, ACh EC20; 0% = ACh EC20, 100% = maximal ACh; activation, % at 3 µM; 360,000 tested, 0.088% active; AID 588819, 2011; in the data active = activation above about 19%, passing the limit was not always enough
M1 PAM parental – nonselective calcium activators in parental CHO-K1 cells, primary screen, counter-screen for M1 PAM project, cell-based, Fluo-8 calcium fluorescence, full deck, 1536-well | ATP EC20; 0% at ATP EC20, 100% at ATP max | activation, % at 3 µM | 360,000 tested, 0.02% active | AID 602247, 2012;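 active = activation above the run cutoff, the mean activation of all test compounds plus 3 SD, cut at about 40% in these data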;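 also: peak over basal fluorescence ratio in a 140 s read after ATP addition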
CHO-K1 Ca ag – counter-screen for M1 agonists: effect in parental CHO-K1 cells; Fluo-8 calcium fluorescence; scaled to maximal ATP response, vehicle zero; activation, % at 3 µM; 360,000 tested, 0.48% active; in the data active = activation above about 15%;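 also: untransfected CHO-K1 host cells lacking M1 receptor as counterscreen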
CHO parental Ca – ATP-evoked calcium signal inhibitors, parental CHO, primary screen, counter-screen for OX1R antagonist project, cell-based, fluorescence, Fluo-8 calcium dye; parental CHO-K1, ATP-induced calcium, Fluo-8 fluorescence; inhibition, % at 5.6 µM; 330,000 tested, 0.63% active;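 active = inhibition above that plate's mean sample inhibition plus 3 SD, cut at about 26% in these data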;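 also: 0% = ATP-challenged DMSO wells and 100% = DMSO wells without ATP; some compounds past the cut are filed as inactive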
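Test system: untransfected parental CHO cell line. Compound: one dose, 5.6 µM nominal. Detection: intracellular calcium via Fluo-8 no-wash fluorescent dye. Measure: % inhibition. Benchmarks: ATP-challenged DMSO wells low, unchallenged DMSO wells high.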
CHRM1 antagonist – human M1 muscarinic receptor antagonists, primary screen, CHO-K1 cells, Fluo-8 calcium fluorescence, 1536-well | Muscarinic acetylcholine receptor M1 (Homo sapiens), P11229 | CHO-K1 hM1, ACh EC80 antagonist | inhibition, % at 3 µM | 360,000 tested, 1.3% active;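 active = percent inhibition above its own plate's cutoff, namely the mean of that plate's compound wells plus 3 SD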;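 also: peak over basal fluorescence ratio during 140 s after agonist addition; 0% = ACh EC80 plus DMSO and 100% = DMSO alone without agonist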
TAAR1 antagonist – human TAAR1 antagonists, primary screen, Fluo-8 calcium fluorescence, CHO RD-HGA16 cells | antagonist | inhibition, % at 3 µM | 360,000 tested, 1.5% active;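 active = inhibition above a per-plate cutoff, the mean inhibition of test compounds on that plate plus 3 SD, cut at about 49% in these data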;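 also: 0% = DMSO plus EC80 beta-PEA response and 100% = DMSO alone without agonist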
Target sequence (Q96RJ0 whole entry, looked up): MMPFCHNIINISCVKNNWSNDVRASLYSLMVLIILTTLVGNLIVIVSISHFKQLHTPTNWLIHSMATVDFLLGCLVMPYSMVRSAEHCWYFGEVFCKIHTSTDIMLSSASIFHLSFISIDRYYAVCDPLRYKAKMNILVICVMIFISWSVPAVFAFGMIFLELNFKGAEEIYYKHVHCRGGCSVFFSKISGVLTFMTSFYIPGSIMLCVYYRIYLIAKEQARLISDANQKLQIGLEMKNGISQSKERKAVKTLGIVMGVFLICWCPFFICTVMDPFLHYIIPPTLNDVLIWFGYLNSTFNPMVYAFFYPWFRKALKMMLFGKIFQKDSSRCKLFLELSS
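Assay system: RD-HGA16 CHO cells with stable hTAAR1 and Gα16 / Reagent: EC80 β-phenethylamine stimulus / Doses: 3 µM, single point / Timing: dye loading 75 min at 37 °C, then 30 min room temperature / Measured by: Fluo-8 intracellular calcium dye fluorescence, real-time kinetic reads / Controls: vehicle wells and EC80 agonist wells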
CHO-K1 Ca antag – M1 antagonist counterscreen hit in parental CHO-K1 cells | ATP-induced calcium, Fluo-8 fluorescence | AID 602250 | inhibition, % at 3 µM | 360,000 tested, 0.6% active;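 active = inhibition above a per-plate cutoff, the plate's mean sample inhibition plus 3 SD, cut at about 24% in these data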;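 also: 0% = DMSO plus EC80 ATP and 100% = DMSO alone without ATP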
TAAR1 agonist – human TAAR1 agonists, primary screen, Fluo-8 calcium fluorescence, CHO RD-HGA16 cells | Trace amine-associated receptor 1 (Homo sapiens), Q96RJ0 | vehicle wells 0%, saturating PEA agonist 100% | 360,000 tested, 0.99% active | activation, % at 3 µM;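 active = activation above the mean activation of all test compounds in the run plus 3 SD, cut at about 38% in these data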
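Test system: RD-HGA16 (CHO) cells co-expressing Gα16 and hTAAR1 | Doses: Single dose, 3 µM | Schedule: 17-24 h seeding, 75 min 37 °C dye, 30 min RT | Evaluation: % activation from peak over basal fluorescence ratio, DMSO-to-PEA scaled | Technique: Kinetic Fluo-8 calcium fluorescence | Benchmarks: Low control DMSO, high control PEA (EC100)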
* = called active by the depositor; x = not tested or not shown. Random draw from the library; overall some 4.4% were active at least once.

SMILES	CHRM1 agonist	CHRM1 PAM	M1 PAM parental	CHO-K1 Ca ag	CHO parental Ca	CHRM1 antagonist	TAAR1 antagonist	CHO-K1 Ca antag	TAAR1 agonist
CC1(C)CC(=O)c2c(oc3cc(O)c(O)cc23)C1	0	15	21	0.5	-5	-11	-12	-8	6
O=C(Nc1ccc(Br)cn1)C1CCCN1S(=O)(=O)c1ccccc1 (stereo unspecified)	-3	15	20	0.7	-24	-8	7	-6	4
CCN(C(=O)Nc1cccc(Cl)c1)c1ccccc1	-1	2	10	0.3	x	-7	-2	-12	3
Cc1ccccc1OCCCC(=O)NC1CCCCC1	2	15	21	0.5	-7	-22	14	1	-1
COc1cccc(-n2nc(C(=O)NCC3CCCO3)c3ccccc3c2=O)c1 (stereo unspecified)	-2	6	15	1.3	-9	-7	-25	-13	2
O=C(OCCOc1ccccc1Cl)c1ccc(-n2cnnn2)cc1	-3	0	22	2.0	5	1	14	-1	6
Cc1ccc(N2CCN(S(=O)(=O)N(C)C)CC2)cc1C	-6	1	1	0.4	6	3	-1	2	2
CS(=O)(=O)Nc1ccc(N2CCCCC2)c(Cl)c1	-5	0	24	3.4	3	-7	-1	-7	7
Cn1nnnc1SC(C(=O)Nc1ccc(F)cc1)c1ccccc1 (stereo unspecified)	-3	5	-4	2.0	-3	-8	-13	-10	1
N#Cc1c(-c2ccccc2)cc(-c2ccccc2)nc1SCC(=O)O	-2	6	10	0.5	-13	-6	-12	-6	1
CC(CCc1ccc(O)cc1)NCc1ccc(Br)cc1 (stereo unspecified)	-8	-24	11	3.9	-4	32*	0	-11	6
CC(CNCC1CCCO1)COc1cccc2ccccc12 (stereo unspecified)	-5	-10	-10	0.0	-21	7	-11	4	12
O=C(NCc1ccco1)c1ccc(C(=O)NCc2ccco2)cc1	-2	11	15	3.9	x	-22	-7	-2	3
O=C(NCc1cccnc1)c1cc([N+](=O)[O-])ccc1N1CCOCC1	20*	0	23	1.3	-4	-1	-9	-24	0
O=C(NCCc1ccc(Cl)cc1)Nc1ccc(Cl)cc1	-1	-11	-5	11	5	26	30	11	42*
Cc1oc2c(C)c3oc(=O)c(CCC(=O)NCCN4CCOCC4)c(C)c3cc2c1C	-13	3	9	0.2	-12	-14	6	6	2
COc1cccc(NC(=O)CN(C)C(=O)c2cccc(S(=O)(=O)Nc3ccccc3OC)c2)c1	-2	4	15	2.3	-7	1	-3	-12	17
COc1ccc(C)cc1NS(=O)(=O)c1cccc2nonc12	0	10	4	0.2	-1	-3	-7	-11	5
CCC1=NN(C(=O)CCc2ccccc2)C(O)(C(F)(F)F)C1 (stereo unspecified)	-14	10	18	1.2	-11	-14	0	-20	11
O=C(NCCOc1ccccc1)C1CCC(=O)N(CCCN2CCCC2=O)C1 (stereo unspecified)	-2	5	-22	-0.2	-8	-8	2	12	2
CCC(C(=O)Nc1ccc(N2CCOCC2)c(S(=O)(=O)Nc2ccccc2OC)c1)c1ccccc1 (stereo unspecified)	-1	8	17	1.8	-8	-14	-1	-10	3
CC(Sc1nnc(COc2ccc(Cl)cc2)o1)C(=O)Nc1ccc(N2CCOCC2)cc1 (stereo unspecified)	0	7	-6	-0.1	x	0	1	-8	1
Cc1oc2ccc(O)cc2c1C(=O)c1ccc(Cl)cc1	0	3	6	0.6	-7	-4	24	-3	-2
CC(=O)N1Cc2cc(C(=O)NCC(F)(F)F)nc(-c3cccc(-c4cccnc4)c3)c2[C@H]1CCO	x	x	5	-0.1	x	x	-19	-18	-1
O=C(Nc1ccc(O)cc1)N1CCOCC1	-2	9	5	0.7	2	-15	-18	6	8

Continuation.
SMILES	CHRM1 agonist	CHRM1 PAM	M1 PAM parental	CHO-K1 Ca ag	CHO parental Ca	CHRM1 antagonist	TAAR1 antagonist	CHO-K1 Ca antag	TAAR1 agonist
CCOc1ccc(S(=O)(=O)N2CCCC(C(=O)NCc3ccccc3)C2)cc1 (stereo unspecified)	-5	-4	-25	-0.5	-23	15	-21	8	1
Nc1ccnn1Cc1cccnc1	-3	-5	-9	0.2	-3	13	20	2	10
Cc1ccc(N/C=C(\C2OC(=O)c3ccccc32)[N+](=O)[O-])c(C)c1 (stereo unspecified)	-6	4	17	0.0	-10	2	8	-6	7
COc1ccc(-c2c(C#CC(C)(C)O)c3ccccc3n2C)cc1	-12	-1	24	-0.6	-26	-6	11	-14	3
CC(C)NC(=O)COC(=O)Cn1[nH]c(=O)c2ccccc2c1=O	-1	11	-7	0.3	4	-4	18	-1	3
Cc1ccc(Nc2ncc3c(=O)[nH][nH]c(=O)c3n2)cc1	1	7	3	-0.3	x	4	-19	-2	0
COc1ccc(C2OC3=C(Nc4cc(C)c(C)cc4N3)C2=O)cc1 (stereo unspecified)	-3	1	-13	0.1	-7	4	-6	-9	3
C=CCc1cc(C=O)cc(OC)c1OCc1ccc(Cl)cc1	-6	-3	18	0.1	-31	-7	46	-17	6
CCN(c1ccccc1)S(=O)(=O)c1ccc2c(c1)OCCO2	-9	7	16	-0.9	6	-11	-13	-10	-1
Cc1ccc(NC(=O)CCCNC(=O)c2ccc(Cl)cc2)cc1S(=O)(=O)N1CCOCC1	-3	11	12	1.2	-20	-10	-13	1	-1
O=C(NC(Cc1ccccc1)C(=O)O)/C(=C/c1ccc(F)cc1)NC(=O)c1ccccc1 (stereo unspecified)	0	-7	10	3.5	0	14	9	3	5
CCOc1cccc(C(=O)NC(=S)Nc2ccc(N3CCN(CC)CC3)cc2)c1	-16	-35	23	1.9	-15	81*	-20	0	5
O=C(COC(=O)C1CC1)Nc1cccc(Cl)c1	-5	-2	-6	0.0	x	4	-13	-2	0
COc1ccc(CCNC(=O)COC(=O)/C=C/c2ccc(OC)cc2OC)cc1	-3	-2	8	2.9	-20	-3	14	-2	3
COC(=O)c1ccc2nc(-c3ccc(C#N)cc3)c(Cc3ccsc3)n2c1	x	x	16	2.4	x	x	33	-20	2
CCn1cc(/C=N\NC(=O)c2csc3ccccc23)c(C)n1	-2	3	14	7.5	-8	2	9	8	10
NC(=O)C1CCN(CC(=O)Nc2ccccc2C(=O)NC2CC2)CC1	1	16	7	0.9	-2	-10	1	-15	6
Cc1cccc2c3c([nH]c12)CCNC3	-1	4	12	0.5	9	-12	28	-10	40*
Cn1c(Sc2ccccc2Cl)c(C=O)c2ccccc21	-3	12	26	0.3	-26	-11	20	-4	6
Cc1cc(N2CCN(C)CC2)nc2ccc(NC(=S)N3CCN(c4ccc(Cl)cc4)CC3)cc12	-3	1	17	1.0	5	-5	-3	-10	1
O=C(NCC(c1cccnc1)N1CCN(c2ccccc2)CC1)C1CCCCC1 (stereo unspecified)	-5	-9	-9	1.0	-14	16	-7	-7	5
COC(=O)[C@H]1C[C@H](OC(=O)NCc2ccccc2)[C@@]2(O)CN(S(=O)(=O)c3ccc(C)cc3)CC2[C@H]1C(=O)OC (stereo partly specified)	-2	6	16	0.4	x	-10	-23	-12	1
CCCCCCCN1C2=NCCN2c2ccccc21	-2	-11	-3	2.2	-22	9	-18	-14	8
O=C1CN(S(=O)(=O)c2ccccc2C(F)(F)F)CCN1	-4	5	-13	-0.2	-5	-4	-10	8	1
O=C(NC1CCCCCC1)C1CC(=O)N(c2ccc(Cl)cc2)C1 (stereo unspecified)	-3	7	5	1.9	-12	-4	6	-17	5
CN1CCSc2ccc(C(=O)Nc3cc(F)ccc3F)cc21	-6	4	15	0.6	-37	-2	-25	-18	-1
CSc1ccc(C(=S)N2CCN(C)CC2)cc1	-8	2	5	0.0	4	-8	8	-17	1
CCOC(=O)c1c(-c2ccccc2)csc1NC(=O)c1cc2ccccc2oc1=O	-6	1	22	0.3	-5	6	-7	6	2
COc1ccc(Cn2c(CCC(=O)N3CCN(c4ccccn4)CC3)nc3ncccc3c2=O)cc1	-4	7	13	1.8	x	-13	-3	-3	3
COCc1ccc([C@@H]2C[C@H]3CN(Cc4ccccc4C)C(=O)[C@]34CCCN24)o1	-5	2	-5	0.5	-18	-18	8	-2	-4

Part of the list above, with values under each structure:
Every second line gives: CHRM1 agonist | CHRM1 PAM | M1 PAM parental | CHO-K1 Ca ag | CHO parental Ca | CHRM1 antagonist | TAAR1 antagonist | CHO-K1 Ca antag | TAAR1 agonist
> CC(C)NC(=O)COC(=O)Cn1[nH]c(=O)c2ccccc2c1=O
 : -1 | 11 | -7 | 0.3 | 4 | -4 | 18 | -1 | 3
> Cc1ccc(Nc2ncc3c(=O)[nH][nH]c(=O)c3n2)cc1
 : 1 | 7 | 3 | -0.3 | x | 4 | -19 | -2 | 0
> COc1ccc(C2OC3=C(Nc4cc(C)c(C)cc4N3)C2=O)cc1 (stereo unspecified)
 : -3 | 1 | -13 | 0.1 | -7 | 4 | -6 | -9 | 3
> C=CCc1cc(C=O)cc(OC)c1OCc1ccc(Cl)cc1
 : -6 | -3 | 18 | 0.1 | -31 | -7 | 46 | -17 | 6
> CCN(c1ccccc1)S(=O)(=O)c1ccc2c(c1)OCCO2
 : -9 | 7 | 16 | -0.9 | 6 | -11 | -13 | -10 | -1
> Cc1ccc(NC(=O)CCCNC(=O)c2ccc(Cl)cc2)cc1S(=O)(=O)N1CCOCC1
 : -3 | 11 | 12 | 1.2 | -20 | -10 | -13 | 1 | -1
> O=C(NC(Cc1ccccc1)C(=O)O)/C(=C/c1ccc(F)cc1)NC(=O)c1ccccc1 (stereo unspecified)
 : 0 | -7 | 10 | 3.5 | 0 | 14 | 9 | 3 | 5
> CCOc1cccc(C(=O)NC(=S)Nc2ccc(N3CCN(CC)CC3)cc2)c1
 : -16 | -35 | 23 | 1.9 | -15 | 81* | -20 | 0 | 5
> O=C(COC(=O)C1CC1)Nc1cccc(Cl)c1
 : -5 | -2 | -6 | 0.0 | x | 4 | -13 | -2 | 0
> COc1ccc(CCNC(=O)COC(=O)/C=C/c2ccc(OC)cc2OC)cc1
 : -3 | -2 | 8 | 2.9 | -20 | -3 | 14 | -2 | 3
> COC(=O)c1ccc2nc(-c3ccc(C#N)cc3)c(Cc3ccsc3)n2c1
 : x | x | 16 | 2.4 | x | x | 33 | -20 | 2
